TGFb inhibitor = blocks TGF-b signaling; 410,000 compounds, 1.2% hits; Potency, µM (highest dose often 46.1 µM), for inactives: at the highest dose activity, negative = inhibition, usual class: inhibitors; HepG2 CAGA-GFP TGF-b/SMAD3 reporter, GFP fluorescence, 18 h; TGF-beta stimulated, 500 pg/mL final; also: potency is read from the fitted curve at half-maximal effect; % is scaled to controls: 0 for no effect and ±100 for the full control effect; nearly all actives have a fitted effect of over 65% in size
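HEPG2 CAGA-GFP, 1000 cells/well; 2 h settle, 37 C; cpd via pin tool; TGF-b 500 pg/mL final; 18 h, 37 C; GFP imaging ex488/em500-530; %Activity normalised to -TGF-b and +DMSO controls; CRC fit, curve class.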
A549 tox = A549 cytotoxicity, counter-screen for Nrf2 inhibitors. A549 ARE-Fluc cells, CellTiter-Fluor viability, 18-24 h. Potency, µM (titrated, usually from 46 µM), for inactives: top-dose activity change, negative = cytotoxicity, usual class: inhibitors. 390,000 compounds, 0.16% hits; also: potency is read from the fitted curve at half-maximal effect; % is scaled to controls: 0 for no effect and ±100 for the full control effect
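A549 ARE_Fluc cells in 5% FBS OPTI-MEM were exposed to compounds in concentration-response for 18-24 h at 37 deg C. Viability was read by CellTiter-Fluor fluorescence (Ex 405/Em 525) after 30 min, before the luciferase read.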
EPAC2 agonist = EPAC2 (human) agonism; EPAC2 activation, biochemical qHTS; response scale: 100% = 6.5 mM cAMP response; AID 720711; 360,000 compounds, 0.079% hits; Potency, µM (series often up to 154 µM), inactives show top-dose activation, actives largely listed as activators; also: potency is read from the fitted curve at half-maximal effect; nearly all actives have a fitted effect of over 50% in size
Target sequence (Q8WZA2 whole entry, looked up): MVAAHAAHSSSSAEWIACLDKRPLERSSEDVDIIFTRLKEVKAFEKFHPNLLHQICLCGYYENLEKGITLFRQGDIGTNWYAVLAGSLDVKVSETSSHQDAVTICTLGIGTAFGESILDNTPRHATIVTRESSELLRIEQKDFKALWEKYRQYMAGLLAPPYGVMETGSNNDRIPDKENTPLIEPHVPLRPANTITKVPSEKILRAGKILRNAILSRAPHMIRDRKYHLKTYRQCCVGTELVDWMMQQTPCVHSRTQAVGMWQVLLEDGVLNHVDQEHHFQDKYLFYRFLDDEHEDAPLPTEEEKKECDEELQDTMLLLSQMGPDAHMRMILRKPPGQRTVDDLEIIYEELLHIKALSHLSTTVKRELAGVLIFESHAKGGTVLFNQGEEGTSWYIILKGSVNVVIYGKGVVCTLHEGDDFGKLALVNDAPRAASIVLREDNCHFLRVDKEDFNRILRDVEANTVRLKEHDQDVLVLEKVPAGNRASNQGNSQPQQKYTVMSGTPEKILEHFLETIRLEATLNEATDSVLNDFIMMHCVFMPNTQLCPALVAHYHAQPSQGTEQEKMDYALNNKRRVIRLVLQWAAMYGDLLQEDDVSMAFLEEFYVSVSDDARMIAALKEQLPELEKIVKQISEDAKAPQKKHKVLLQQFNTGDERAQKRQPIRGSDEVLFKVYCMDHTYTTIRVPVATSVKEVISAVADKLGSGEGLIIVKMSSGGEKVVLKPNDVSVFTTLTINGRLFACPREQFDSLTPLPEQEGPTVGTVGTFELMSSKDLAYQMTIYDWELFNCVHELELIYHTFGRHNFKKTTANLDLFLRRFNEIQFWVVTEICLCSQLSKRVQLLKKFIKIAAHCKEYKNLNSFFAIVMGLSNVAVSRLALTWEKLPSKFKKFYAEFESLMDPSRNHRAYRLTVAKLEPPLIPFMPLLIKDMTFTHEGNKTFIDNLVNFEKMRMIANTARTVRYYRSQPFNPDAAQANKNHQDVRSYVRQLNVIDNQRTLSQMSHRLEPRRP
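Nucleotide exchange monitored as fluorescence drop when BODIPY-GDP leaves Rap1B. Reaction: 100 nM EPAC2, 250 nM RAP1B-BODIPY-GDP, 50 uM GDP, room temperature, kinetic read over 30 min. Activity expressed relative to 6.5 mM cAMP.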
CCT chaperon mod = cytosolic chaperonin activity modulation; activity change, % (no concentration beside the values), hits read low; 360,000 compounds, 0.3% hits; purified chaperonin ATPase assay, HTRF ADP detection, 30 min; in the data active = activity change below about -30%; also: % is scaled to controls: 0 for no effect and ±100 for the full control effect
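ATPase activity: ADP formed was measured by HTRF Transcreener (665/615 nm ratio) after 30 min at 37 deg C with 10 uM ATP. Compounds screened at one 76 uM concentration against 40 or 20 nM TRiC in Tris pH 7.4/KCl/MgCl2/DTT buffer.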
EPAC2 antagonist = antagonists of human EPAC2; EPAC2 GEF exchange of Rap1B-BODIPY-GDP, fluorescence; Potency, µM (highest dose often 114 µM), without a hit: at the top dose activity, negative = inhibition, usual class: inhibitors; 360,000 compounds, 0.18% hits; also: potency is read from the fitted curve at half-maximal effect; % is scaled to controls: 0 for no effect and ±100 for the full control effect; nearly all actives have a fitted effect of over 45% in size; many of its hits are not listed in these tables
Nrf2 inh = inhibitors of Nrf2 signaling | A549 ARE-Fluc reporter, luciferase luminescence, 18-24 h | Potency, µM (doses to about 46 µM), inactives show top-dose activity change, negative = inhibition, most hits filed as inhibitors | 360,000 compounds, 2.1% hits | AID 504444; also: potency is read from the fitted curve at half-maximal effect; % is scaled to controls: 0 for no effect and ±100 for the full control effect; nearly all actives have a fitted effect of over 60% in size
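Quantitative HTS in A549 cells stably bearing an antioxidant response element-firefly luciferase construct. Inhibition of Nrf2-driven transcription was scored by luminescence after 18-24 h of compound exposure at 37 °C.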
Mm-Cpn inhibitor = blocks the Methanococcus maripaludis chaperonin Mm-Cpn | purified Mm-Cpn ATPase, ADP Transcreener TR-FRET | Potency, µM (top dose mostly 76.9 µM), for the others: top-dose activity, negative = inhibition, most hits filed as inhibitors | 330,000 compounds, 0.031% hits; also: potency is read from the fitted curve at half-maximal effect; % is scaled to controls: 0 for no effect and ±100 for the full control effect; nearly all actives have a fitted effect of over 80% in size
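Measured: ADP formation by purified Mm-CPN. Conditions: 25 nM protein, 10 uM ATP, Tris pH 7.4 with Mg2+, K+ and DTT, 37°C for 30 min. Detection: Transcreener HTRF after 30 min at room temperature.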
Nrf2 activator = activators of Nrf2 (ARE) signaling; AREc32 ARE-luciferase reporter (MCF7-derived line), luminescence, 24 h; Potency, µM (titrated, usually from 46.1 µM), inactives show top-dose activation, usual class: activators; 410,000 compounds, 0.31% hits; also: potency is read from the fitted curve at half-maximal effect; % of control where 0% means no effect; nearly all actives have a fitted effect of over 65% in size
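For detection, Steady-Glo was added and plates sat 30 min at RT; before that, AREc32_Fluc cells grown overnight in OPTI-MEM/5% FBS had been treated with 23 nL compound for 24 hr at 37 deg C.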
pAkt inh = blocks phosphorylation of Akt | Neuro2A IGF-stimulated pAkt S473 HTRF, 20 min; hits give low values | activity change, % for hits at 50 µM | AID 651550 | 360,000 compounds, 0.32% hits; in the data active = activity change below about -80%; inconclusive = mostly about -51% to -80%; also: % is scaled to controls: 0 for no effect and ±100 for the full control effect
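Neuro2A cells in DMEM with 0.5% FBS, overnight at 37 deg C, given compound at single 50 µM final, then IGF (6 nM final) for 20 min at 37 deg C. Lysed; phospho-Akt Ser473 by HTRF after 24 h, 665/615 ratio.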
An asterisk follows results filed as active; i = inactive; ? = inconclusive; . = no result given; & = joins results of further samples; [ ] = another dose, or the depositor's remark. Unless noted, calls follow the shape of the dose curve; as a rule, active = well fitted curve in the direction sought with a large enough effect; inconclusive = small, poorly fitted or top-dose-only effect, or another doubt; inactive = no such curve, though single readings can be large; an effect the other way counts as inactive or inconclusive. This is a subset. The share of hits here may be higher or lower than overall.

SMILES	TGFb inhibitor	A549 tox	EPAC2 agonist	CCT chaperon mod	EPAC2 antagonist	Nrf2 inh	Mm-Cpn inhibitor	Nrf2 activator	pAkt inh
Cc1cccc(C(C(C(=O)c2ccccc2)N2CCOCC2)N2CCOCC2)c1 (stereo not given)	-9%	1%	-8%	-4.9	10%	4%	.	-0.3%	i
Cc1ccc(C)c(Cn2c(=O)cc(C)c3c(C)nn(C)c32)c1	-5%	-1%	.	.	.	?	.	8.2%	.
Cc1nc(-c2ccc3c(c2)CCC(=O)N3)cs1	-7%	0%	0%	0.6	10%	?	-1%	6.7%	i
O=C1C2ON(c3ccc(Cl)cc3)C(c3ccco3)C2C(=O)N1c1ccccc1 (stereo not given)	17%	15%	-5%	0.5	-21%	13%	-1%	5.9%	i
Cc1ccc(CNC(=O)CSc2ccc(-c3ccco3)nn2)cc1	-18%	16%	-1%	-1.1	2%	-1%	-4%	9.3%	i
O=C(NCCN1C(=O)S/C(=C\c2ccc(OC(F)F)cc2)C1=O)c1cnccn1	-23%	-1%	-3%	-0.3	-2%	2%	-2%	15%	i
COc1cccc(-c2csc(N3CCN(C(=O)Nc4ccccc4OC)CC3)n2)c1	11%	7%	20%	-2.3	-27%	?	-10%	-0.2%	i
CCOc1ccc(CC(=O)Nc2ccc(S(=O)(=O)Nc3cc(C)on3)cc2)cc1OCC	6%	2%	-7%	-0.7	11%	2%	1%	-0.2%	i
COc1ccccc1C(=O)N1CCN(C(=O)[C@H]2O[C@@H](n3cnc4c(N)ncnc43)[C@H](O)[C@@H]2O)CC1	?	.	-1%	-5.4	8%	.	.	-0.6%	i
Cc1ccc(-n2c(C)cc(/C([O-])=C(/C(=S)Nc3ccc(F)c(Cl)c3)[n+]3ccccc3)c2C)cc1	-13%	-18%	-6%	-1.3	4%	?	-3%	4.4%	i
CC1(C)CC(=O)C=C(c2n[nH]nc2C2=CCCCC2)C1	-1%	.	17%	-2.3	6%	.	.	4.5%	i
CCOP(=O)(Nc1ccc2oc(=O)c3ccccc3c2c1)OCC	24%	-3%	-2%	-0.5	1%	?	-3%	20%	i
O=C(Nc1ccc(S(=O)(=O)N2CCOCC2)cc1)c1ccc(=O)[nH]c1	7%	-2%	-4%	0.2	-8%	7%	0%	1.6%	i
CCCC(=O)Nc1c(-c2ccccc2)[nH][nH]c1=O	7%	.	8%	1.0	1%	.	.	-0.8%	i
COc1ccc(C2/C(=C(/O)c3cnn(-c4ccccc4)c3C)C(=O)C(=O)N2CCN(C)C)cc1OC (stereo not given)	-5%	-11%	11%	-0.4	-23%	-23%	.	3.4%	i
O=C(C1CCCO1)N1CCN(C(=S)Nc2ccc(Cl)cc2)CC1 (stereo not given)	0%	6%	8%	-1.6	-10%	-4%	-3%	2.0%	i
CC(=O)n1nc(-c2ccccc2)nc1NCc1ccc(F)cc1	-1%	0%	6%	-2.7	-4%	5%	0%	1.9%	i
CCOc1ccccc1NC(=O)C1CCCN(S(=O)(=O)c2ccc3c(c2)C(C)(C)C(=O)N3C)C1 (stereo not given)	2%	10%	15%	-1.8	14%	?	-1%	0.1%	i
COc1ccc(CN(C(=O)c2ccc(-c3ccccc3)[nH]2)C(C(=O)NCC2CCCO2)c2ccc(C)o2)cc1 (stereo not given)	-24%	-11%	-4%	-0.5	-14%	?	-1%	-0.5%	i
COc1ccc(OCc2cc(C(=O)NCCCc3ccccc3)no2)c(Cl)c1	?	-11%	4%	-4.1	7%	?	0%	-0.8%	i
O=C(CCc1ccccc1)Nc1ccccc1[N+](=O)[O-]	-18%	1%	6%	-0.6	16%	?	3%	21%	i
C#CC[N+](C)(C)CC#Cc1ccc(Cl)cc1	1%	-13%	-2%	0.5	3%	-26%	2%	-1.0%	i
Cc1sc2ncnc(N(C)CCc3ccccn3)c2c1C	14%	3%	9%	-0.4	4%	-19%	0%	-0.7%	i
COc1ccc(-c2nnc3n2N=C(C)CS3)cc1OC	0%	2%	5%	-0.1	-2%	5%	1%	0.0%	i
CCCCNc1c(-c2ccc(Sc3ccc(OC)cc3)cc2)nc2cc(C)ccn12	?	?	5%	-0.7	3%	?	-4%	4.3%	i

Continued:
SMILES	TGFb inhibitor	A549 tox	EPAC2 agonist	CCT chaperon mod	EPAC2 antagonist	Nrf2 inh	Mm-Cpn inhibitor	Nrf2 activator	pAkt inh
Cn1ncc(C(=O)N2CCN(c3ccccc3)CC2)c1C1CCN(C(=O)OC(C)(C)C)CC1	0%	2%	.	.	.	14%	.	0.2%	.
Cc1ccc(C(=O)CCC(=O)N2CCN(C(=O)c3ccco3)CC2)cc1	8%	2%	4%	-0.8	2%	-18%	1%	1.4%	i
CCOc1ccc(NC(=O)Cn2nnc(C(=O)NCc3ccc(OC)cc3)c2N)cc1	-2%	2%	-9%	-3.4	2%	15%	1%	0.4%	i
CCCc1nnc(SCc2ccc(C(=O)OC)o2)n1N	3%	0%	-4%	3.2	0%[57.1 µM]	20%	0%	-0.3%	i
O=c1c2ccccc2sn1-c1ccc(S(=O)(=O)N2CCCC2)cc1	-7%&6%	-8%&2%	11%	0.2	0%	3%&13%	0%	2.8%	i
CCc1nnc(NC(=O)NC(C)(C)C)s1	-4%	4%	0%[15.6 µM]	1.3	0%	?	-6%	-0.6%	.
CCOC(=O)N1CCN(S(=O)(=O)c2ccc(C(=O)N(CCN(CC)CC)c3nc4c(C)cccc4s3)cc2)CC1	0%	-7%	11%	0.6	5%	15%	-8%	1.6%	i
O=C(NCCc1ccccn1)c1c(-c2ccsc2)sc2ccccc12	-25%	7%	2%	-1.2	-27%	-1%	-13%	?	i
Cc1onc(-c2ccccc2)c1C(=O)NN1CCOCC1	-14%	11%	8%	-6.5	2%	7%	-1%	-0.5%	i
CCn1cc(S(=O)(=O)NCc2ccc(OC)cc2)cn1	-3%	2%	8%	-1.3	4%	-12%	0%	0.0%	i
CC(OC(=O)CC1CCCC1)C(=O)Nc1ccc(S(N)(=O)=O)cc1 (stereo not given)	6%	2%	4%	-2.1	-6%	4%	0%	16%	i
COc1ccc(CCNC(=O)CN2CCC(n3nnc4cc(F)ccc43)CC2)cc1OC	-2%	16%	7%	2.0	9%	-24%	3%	-0.1%	i
CN(C)C(=O)COC(=O)c1cccc(S(=O)(=O)N2CC3(C)CC2CC(C)(C)C3)c1 (stereo not given)	-3%	3%	8%	0.7	-8%	6%	1%	-0.9%	i
Cc1ccc(OCCCN2CCC(C(O)(c3ccccc3)c3ccccc3)CC2)cc1	.	.	14%	-0.5	-4%	.	.	-2.1%	i
COc1ccc(/C=N/NC(=O)c2cccc(NC(=O)c3ccccc3Cl)c2)cc1	-30%	1%	7%	0.3	-3%	?	-4%	-0.5%	i
Cc1c(C(=O)Nc2cccc(S(=O)(=O)N3CCCC3)c2)oc2ccccc12	3%	4%	-7%	-0.4	16%	1%	0%	0.1%	i
COc1ccc(/C=C2/C(=O)N(c3ccccc3)N=C2C)c(OC)c1	-4%	12%	7%	0.7	-3%	11%	0%	2.1%	i
O=C(CN1C(=O)CCSc2ccccc21)Nc1cccc(F)c1	0%	-5%	-1%	-4.5	1%	.	1%	0.1%	i
Cc1ccc(C(=O)NCC(=O)OCC(=O)N2CC(C)OC(C)C2)cc1 (stereo not given)	-5%	3%	-2%	-1.2	4%	1%	2%	-0.5%	i
COc1ccc2[nH]c(CN3CCC(n4nccc4NC(=O)C4CC4)CC3)c(C)c2c1	6%	1%	6%	-3.1	-5%	14%	0%	2.8%	i
N#Cc1ccc(NC(=O)c2nc(-c3ccccc3)n(-c3ccccc3)n2)cc1	-5%	-1%	1%	-0.3	-1%	-22%	2%	-0.7%	i
CCOC(=O)c1c(C)c(C(=O)NCc2ccccc2OC)c(C)n1C	14%	-1%	6%	0.4	15%	.	0%	-0.6%	i
Cc1cnc(C)c(Nc2nc(C(N)c3ccccc3)cs2)n1 (stereo not given)	1%	.	19%	-1.0	1%	.	.	5.0%	i
Cc1ccc(NC(=O)CCN2CCN(CCO)CC2)cc1Br	3%	16%	6%	0.5	5%	13%	-1%	-0.2%	i
O=C(Nc1ccccc1)N1CCc2ccccc2C1	0%	-9%	7%	-0.6	7%	?	1%	7.9%	i

Single values from the results shown.
Reading for `COc1ccc(C2/C(=C(/O)c3cnn(-c4ccccc4)c3C)C(=O)C(=O)N2CCN(C)C)cc1OC` (stereo not given) in A549 tox: -11%
Reading for `Cc1cccc(C(C(C(=O)c2ccccc2)N2CCOCC2)N2CCOCC2)c1` (stereo not given) in CCT chaperon mod: -4.9
Reading for `Cc1ccc(CNC(=O)CSc2ccc(-c3ccco3)nn2)cc1` in CCT chaperon mod: -1.1

Four compounds out of the list, arranged by heavy-atom count, high to low:
SMILES	TGFb inhibitor	A549 tox	EPAC2 agonist	CCT chaperon mod	EPAC2 antagonist	Nrf2 inh	Mm-Cpn inhibitor	Nrf2 activator	pAkt inh
N#Cc1ccc(NC(=O)c2nc(-c3ccccc3)n(-c3ccccc3)n2)cc1	-5%	-1%	1%	-0.3	-1%	-22%	2%	-0.7%	i
Cc1ccc(C(=O)CCC(=O)N2CCN(C(=O)c3ccco3)CC2)cc1	8%	2%	4%	-0.8	2%	-18%	1%	1.4%	i
Cc1ccc(NC(=O)CCN2CCN(CCO)CC2)cc1Br	3%	16%	6%	0.5	5%	13%	-1%	-0.2%	i
O=C(Nc1ccccc1)N1CCc2ccccc2C1	0%	-9%	7%	-0.6	7%	?	1%	7.9%	i

Bioassay records as filed in PubChem BioAssay.
